BRCA1 expr act: BRCA1 expression activation; hit rate 1.1% among 380,000; Potency, µM (highest dose often 46.1 µM), for inactives: at the top dose activation, most hits filed as activators; MCF7-BRCA1-FFLuc reporter, luminescence, 48 h; response scale: scaled: vehicle 0%, 10 µM genistein 100%; note: potency is the fitted concentration of half-maximal effect; nearly all actives have a fitted effect of over 80% in size; some results filed as inactive show a strong effect at the top dose
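Using MCF7 cells harboring a BRCA1 firefly luciferase reporter, plated 2 h before compound pinning, the screen measured luminescence after 48 h incubation. Responses were normalized to DMSO and 10 microM genistein, then fitted for concentration-effect.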
ELG1 genotox: induces genotoxicity in HEK293T cells with luciferase-tagged ELG1 | Potency, µM (titrated, usually from 46 µM), without a hit: at the highest dose activity change, positive = activation, most hits filed as activators | HEK293T ELG1-luciferase reporter, luminescence, 16 h | hit rate 1.3% among 330,000; note: potency is the fitted concentration of half-maximal effect; % of control where 0% means no effect; nearly all actives have a fitted effect of over 60% in size
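DMSO vehicle served as control against compound-treated ELG1-luciferase HEK293T cells; exposure lasted 16 hr at 37 °C and 5% CO2, followed by ONE-Glo luminescence detection after 30 min.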
TRPV1 ag: agonists of human vanilloid receptor 1 (TRPV1) | Q8NER1 | TRPV1-expressing cells, Fluo-8 calcium influx, agonist mode | activation, % at 8.33 µM | hit rate 0.19% among 320,000 | AID 540275; in the data active = activation above about 80%; inconclusive = between about 30% and that limit; note: 0% is about no effect
Target sequence (Q8NER1 whole entry, looked up): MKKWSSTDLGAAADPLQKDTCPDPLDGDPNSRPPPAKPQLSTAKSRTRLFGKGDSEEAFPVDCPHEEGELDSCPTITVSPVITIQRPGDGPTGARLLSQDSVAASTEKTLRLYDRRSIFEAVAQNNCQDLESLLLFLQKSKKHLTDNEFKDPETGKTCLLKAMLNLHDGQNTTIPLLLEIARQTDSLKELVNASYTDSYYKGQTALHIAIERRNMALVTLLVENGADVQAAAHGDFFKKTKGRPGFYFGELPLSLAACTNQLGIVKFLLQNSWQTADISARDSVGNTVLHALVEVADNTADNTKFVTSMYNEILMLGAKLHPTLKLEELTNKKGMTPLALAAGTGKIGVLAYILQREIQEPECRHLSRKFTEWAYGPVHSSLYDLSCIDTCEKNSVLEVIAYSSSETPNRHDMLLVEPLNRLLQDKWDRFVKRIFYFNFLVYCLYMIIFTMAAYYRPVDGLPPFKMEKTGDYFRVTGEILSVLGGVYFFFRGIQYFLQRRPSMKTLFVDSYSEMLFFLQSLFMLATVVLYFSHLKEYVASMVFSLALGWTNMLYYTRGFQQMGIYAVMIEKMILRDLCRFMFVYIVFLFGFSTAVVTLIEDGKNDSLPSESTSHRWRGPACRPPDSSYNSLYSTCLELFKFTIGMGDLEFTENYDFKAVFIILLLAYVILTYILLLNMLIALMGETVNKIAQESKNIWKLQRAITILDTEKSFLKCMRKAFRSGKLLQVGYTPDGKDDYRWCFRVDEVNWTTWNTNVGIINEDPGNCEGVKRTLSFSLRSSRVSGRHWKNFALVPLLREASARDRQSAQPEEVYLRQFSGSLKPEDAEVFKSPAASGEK
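TRPV1-expressing cells were cultured overnight at 35.5C and loaded with Fluo-8 calcium dye for 40 to 90 min at room temperature. After a 10 s baseline, compound was added and calcium influx was read kinetically for 3 min (ex 480/em 520 nm).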
ASM inhibitor: blocks human secretory acid sphingomyelinase; placental ASM, HMU-PC fluorogenic substrate, 60 min; AID 504937; P17405; Potency, µM (titrated, usually from 57.5 µM), for the others: top-dose activity change, negative = inhibition, actives largely listed as inhibitors; hit rate 0.006% among 340,000; note: potency is the fitted concentration of half-maximal effect
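Fluorescence read-out (Ex 386 nm, Em 447 nm) after stopping the reaction at pH 10. Enzyme: ASM from human placenta; substrate HMU-PC0, 9 uM final; 60 min, 37 °C. Compound preincubation 10 min, ambient temperature.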
Eya2 phos inh: blocks the phosphatase activity of human Eya2; Potency, µM (doses to about 76.9 µM), for inactives: at the highest dose activity, negative = inhibition, hits mostly inhibitors; hit rate 0.006% among 330,000; AID 488837; O00167; recombinant Eya2, OMFP fluorescence dephosphorylation (OMFP is methylfluorescein phosphate); note: potency is the fitted concentration of half-maximal effect; % is set by controls: 0 for no effect and ±100 for the full control effect
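Eya2 protein (added as 0.2 uM solution) was preincubated with compound for 10 min at ambient temperature in 50 mM HEPES pH 7.5, 50 mM NaCl, 5 uM MgCl2, 0.05% BSA, 1 mM DTT. OMFP (added at 50 uM) then reacted 10 min; fluorescence read at 485/525 nm.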
uPA generation: blocks generation of uPA at the cell surface | cell surface uPA generation assay, qHTS | Potency, µM (top dose mostly 38.3 µM), for the others: at the top dose activity change, negative = inhibition, hits mostly inhibitors | hit rate 0.31% among 330,000; active = well fitted inhibition curve with a large enough effect; inconclusive = small, poorly fitted or top-dose-only effect; inactive = no such curve, though single readings can be large or run the other way; tested in mouse RAW 264.7 cells; note: potency is the fitted concentration of half-maximal effect; % is set by controls: 0 for no effect and ±100 for the full control effect; nearly all actives have a fitted effect of over 55% in size
Integrin act MD: integrin-mediated muscular dystrophy alleviation activation | alpha7betagal myoblasts, beta-gal FDG fluorescence, 48 h | Potency, µM (doses to about 38.3 µM), for the others: top-dose activation, most hits filed as activators | hit rate 0.064% among 350,000 | AID 624291;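 note: potency is the fitted concentration of half-maximal effect; 100% = response of the positive control SU9516; nearly all actives have a fitted effect of over 60% in size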
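Alpha7betagal+/- myoblasts (passage 13) were plated 16-24 hr, then exposed to compounds (1:260 dilution of DMSO stock) for 48 hours at 37C. After MPER lysis, β-galactosidase reporter activity was read as FDG fluorescence (ex 480/em 540) after 30 minutes.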
B2AR arrestin: agonists driving beta-arrestin recruitment to human beta2-adrenergic receptor; Potency, µM (doses to about 46.1 µM), without a hit: top-dose activation, usual class: activators; AID 492947; P07550; beta-arrestin recruitment to beta2AR, cell-based reporter; hit rate 0.02% among 330,000;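 note: potency is the fitted concentration of half-maximal effect; 0% = DMSO controls and full agonism = EC100 isoproterenol or metaproterenol; nearly all actives have a fitted effect of over 65% in size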
USP2a block: USP2a (human) protease inhibition | USP2 core, Ub-CHOP2 coupled fluorogenic reporter, 485/531 | Potency, µM (highest dose often 38.3 µM), for inactives: at the highest dose activity change, negative = inhibition, most hits filed as inhibitors | hit rate 0.01% among 330,000 | AID 463254 | O75604;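 note: potency is the fitted concentration of half-maximal effect; plate controls were DMSO wells for no effect and full inhibition by NEM control for full effect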
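Cell-free coupled assay: 10nM USP2 core preincubated 30min RT with compound in Tris-HCl pH 8.0/CaCl2/CHAPS buffer, then 25nM Ub-CHOP2 and 25nM reporter substrate; fluorescence (Ex 485/Em 531) read after 60min RT, normalized to NEM inhibition, concentration-response curves fitted.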
p53 reactivation: re-activators of mutant p53 | H1299 p53-A138V BP100-luciferase reporter, luminescence, 24 h | Potency, µM (highest dose often 92.2 µM), for inactives: at the highest dose activity change, positive = activation, most hits filed as activators | hit rate 0.063% among 320,000; note: potency is the fitted concentration of half-maximal effect; % of control where 0% means no effect; nearly all actives have a fitted effect of over 45% in size
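p53-null H1299 cells stably carrying temperature-sensitive p53-A138V and a BP100-luciferase reporter were pinned with compounds (4-point, 1:5 series) and held 24 hrs at 37 deg C. Luminescence was read 10 min after detection reagent.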
PTAP TSG101 blk: blocks PTAP/TSG101 interaction to inhibit HIV-1 budding | Q99816 | Fluorescence polarization, FITC-PTAP peptide / Tsg101 binding | Potency, µM (highest dose often 115 µM), without a hit: top-dose activity change, negative = inhibition, most hits filed as inhibitors | 340,000 tested, under 10 active; active = well fitted inhibition curve with a large enough effect in the main read-out, with a control signal flat, not every such curve was filed as active; inconclusive = small, poorly fitted or top-dose-only effect, or effect the other way, or a change in a side signal; inactive = no such curve, though single readings can be large or run the other way; note: potency is the fitted concentration of half-maximal effect; % of control where 0% means no effect
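Compounds were pin-transferred onto Tsg101 binding domain (10 uM final) in HEPES pH 7.5 buffer, then FITC-PTAP peptide was added at 50 nM final. After 20 min at RT, polarization reported peptide displacement across a qHTS concentration series.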
* marks the source's active call; other numbers are inactive results; ? = inconclusive; . = not tested or not shown; [ ] = another dose, or the depositor's remark. Unless noted, calls come from the whole dose curve; as a rule, active = well fitted curve in the direction sought with a large enough effect; inconclusive = small, poorly fitted or top-dose-only effect, or another doubt; inactive = no such curve, though single readings can be large; an effect the other way counts as inactive or inconclusive.

SMILES | BRCA1 expr act | ELG1 genotox | TRPV1 ag | ASM inhibitor | Eya2 phos inh | uPA generation | Integrin act MD | B2AR arrestin | USP2a block | p53 reactivation | PTAP TSG101 blk
Cc1cc(=O)oc2cc(OCC(=O)NCCc3nc4ccccc4[nH]3)ccc12 | 2% | -8% | -5 | 19% | 11% | 1% | 12%[7.66 µM] | 0.2% | -6% | -9% | -1%
O=C(c1ccccc1)N1CCN(S(=O)(=O)N2CCOCC2)CC1 | -1% | -1% | 1 | 3% | -5% | -1% | 0% | -0.2% | 0% | 12% | -2%
CCC(=O)c1c[nH]c(C(=O)NCc2ccco2)c1 | -21% | -1% | 2 | 0% | 19% | -4% | -2% | -0.4% | 4% | -2% | -3%
Cc1ccc(Cl)cc1NC(=O)Cn1cccc1 | 3% | 2% | -2 | 4% | 0% | . | -10%[7.66 µM] | 0.7% | 2% | 24% | -6%
COC(=O)c1ccc(CSc2cc(C)c3cccc(C)c3n2)o1 | -2% | 12% | -3 | -5% | 0% | 3% | -13% | -0.4% | 4% | 2% | -1%
CC(=O)c1csc(COc2cc(Cl)cc(Cl)c2)n1 | 27% | 4% | 6 | 2% | -8% | 1% | -10% | 0.2% | 1% | -3% | -3%
CC(C)CC(COCc1cccc(Cl)c1)N1CCN(C(=O)c2ccc(C(F)(F)F)cc2)CCC1=O (stereo not given) | -72% | 1% | -2 | -8% | -15% | -8% | -15% | -1.7% | -4% | -3% | -9%
CCOC(=O)CSc1nc(C2CC2)cc(-c2ccc(Cl)cc2)c1C#N | -28% | -4% | 2 | -7% | 16% | 2% | -32% | -0.8% | 2% | -23% | 1%
CCOc1ccc(S(=O)(=O)N(CC(=O)Nc2cc(C)on2)Cc2ccccc2Cl)cc1 | 3% | -3% | 1 | -1% | -13% | 4% | -17% | 0.3% | 1% | 1% | -4%
COc1ccc(Nc2ccc(N3C(=O)CC(C)C3=O)cc2[N+](=O)[O-])cc1OC (stereo not given) | 1% | 1% | -1 | -9% | -12% | 3% | 9% | -0.4% | -1% | 14% | 3%
Cc1ccc(-c2nn(CCC#N)cc2C=C(C#N)C#N)cc1 | 23% | 11% | 1 | -1% | 1% | -5% | 1% | -0.1% | 4% | ? | -2%
COc1ccccc1NC(=O)c1nnn(CC(=O)Nc2cc(C)cc(C)c2)c1N | -13% | 5% | 3 | -7% | 9% | 14% | 13% | 0.0% | 1% | 6% | -4%

Part of the list above in order of molecular weight, low to high:
SMILES | BRCA1 expr act | ELG1 genotox | TRPV1 ag | ASM inhibitor | Eya2 phos inh | uPA generation | Integrin act MD | B2AR arrestin | USP2a block | p53 reactivation | PTAP TSG101 blk
O=C(c1ccccc1)N1CCN(S(=O)(=O)N2CCOCC2)CC1 | -1% | -1% | 1 | 3% | -5% | -1% | 0% | -0.2% | 0% | 12% | -2%
CCOC(=O)CSc1nc(C2CC2)cc(-c2ccc(Cl)cc2)c1C#N | -28% | -4% | 2 | -7% | 16% | 2% | -32% | -0.8% | 2% | -23% | 1%
CCOc1ccc(S(=O)(=O)N(CC(=O)Nc2cc(C)on2)Cc2ccccc2Cl)cc1 | 3% | -3% | 1 | -1% | -13% | 4% | -17% | 0.3% | 1% | 1% | -4%
CC(C)CC(COCc1cccc(Cl)c1)N1CCN(C(=O)c2ccc(C(F)(F)F)cc2)CCC1=O (stereo not given) | -72% | 1% | -2 | -8% | -15% | -8% | -15% | -1.7% | -4% | -3% | -9%

The list continues.
SMILES | BRCA1 expr act | ELG1 genotox | TRPV1 ag | ASM inhibitor | Eya2 phos inh | uPA generation | Integrin act MD | B2AR arrestin | USP2a block | p53 reactivation | PTAP TSG101 blk
CC1S/C(=N/N=C/c2ccco2)N(Cc2ccc(F)cc2)C1=O (stereo not given) | 86% | 5% | 15 | -11% | 1% | ? | 5% | -0.8% | 3% | 5% | -10%
COc1cc([N+](=O)[O-])ccc1NC(=O)CSc1n[nH]c(C(C)C)n1 | -2% | -13% | 1 | -3% | 9% | 6% | 0% | 0.0% | 0% | -4% | -8%
Cc1ccoc1C(=O)Nc1cccc2ccccc12 | -3% | ? | ? | 5% | 7% | ? | 20% | 2.0% | 2% | . | 0%
COc1ccc(N2C(=O)C(Cl)=C(Nc3c(C)n(C)n(-c4ccccc4)c3=O)C2=O)cc1 | 18% | 0% | -1 | -5% | 12% | 12% | -7% | 0.4% | 2% | -6% | -1%
Cc1nc2cc(Cl)c(Cl)cc2n1-c1ccccn1 | 19% | -4% | 17 | 58%[activator] | -4% | -12% | -25% | -0.1% | 2% | -15% | -3%
Cc1ccc(C(=O)N/C(=C\c2ccc(-c3ccc([N+](=O)[O-])cc3)o2)C(=O)NC2CCS(=O)(=O)C2)cc1 (stereo not given) | -12% | -11% | 18 | -15% | 10% | 5% | -15% | 0.4% | 4% | -12% | 2%
COc1ccccc1C(=O)NCCC(=O)Nc1cccc(C)n1 | 54% | 4% | 3 | 2% | -7% | 7% | 6% | 2.8% | 0% | 6% | 4%
Nc1nc(-c2ccco2)nn1C(=O)c1cccnc1 | 7% | 0% | -2 | 4% | 18% | 2% | 37% | -0.3% | 0% | -6% | -2%
O=C(CSc1c[nH]c2ccccc12)N1CCCc2ccccc21 | -29% | -8% | 10 | 1% | -1% | -3% | 10% | -0.1% | 0% | -6% | -6%
CC1CCCC(C)N1C(=O)CSc1ncccn1 (stereo not given) | -3% | 1% | -1 | 2% | 3% | 0% | -15% | -0.1% | 3% | 4% | -9%
Cc1ccnc(N2C3CCC2CC(O)(c2ccccc2)C3)n1 (stereo not given) | -16% | 0% | -2 | 1% | 3% | -1% | 2% | 0.0% | 4% | -3% | -8%
CCN(C[C@H]1N[C@@](CC)(C(=O)OC)[C@H]2C(=O)N(Cc3ccccc3)C(=O)[C@@H]12)C(=O)COc1ccccc1 | 6% | 0% | . | 3% | -2% | 11% | 7% | -0.6% | 6% | -6% | 3%
Cc1ccc(N2CCN(CC(O)COc3ccc([N+](=O)[O-])cc3)CC2)cc1 (stereo not given) | 9% | -2% | 0 | -2% | -9% | 4% | -13% | -0.1% | -1% | 4% | 1%
O=C(CSc1nnc(C2CC2)n1C1CC1)c1ccc(Br)s1 | 60% | 17% | . | 1% | 4% | 0% | 17% | -0.2% | 4% | ? | -2%
COc1ccc(NC(=O)CC(c2ccc(F)cc2)c2ccc(OC(C)C)cc2)cc1 (stereo not given) | 16% | -2% | ? | -14% | -2% | -1% | -7% | -1.1% | -6% | -5% | -2%
O=C1NC(c2ccc(Br)cc2)Nc2sc3c(c21)CCC3 (stereo not given) | -9% | 12% | 1 | 9% | -16% | 0% | 7% | 0.2% | 1% | 7% | 2%
CN(C)C/C=C/C(=O)Nc1cccc(-c2c[nH]c3ncnc(Oc4ccc(NC(=O)CC(=O)Nc5ccc(F)cc5)cc4F)c23)c1 | 0% | -1% | . | -22% | -27% | 1% | 1% | -0.3% | 5% | -8% | -5%
Cc1ccc(NC(=O)C2C3CCCC2C3c2ccccc2)cc1 (stereo not given) | 17% | -1% | 12 | 3% | 1% | -7% | 27% | 0.4% | 1% | 0% | 0%
O=C(O)C1CCC(c2ccc(-c3ccccc3)cc2)CC1 (stereo not given) | ? | ? | -4 | -3% | 7% | 3% | 12% | 0.1% | 1% | -8% | -1%
Cc1ccc(S(=O)(=O)N(CC(=O)N2CCC(C(N)=O)CC2)c2cccc(C(F)(F)F)c2)cc1 | -15% | 3% | ? | 0% | 12% | -3% | 7% | -0.3% | -1% | -13% | -4%
CCN(CC)C(=O)CSc1nc2ccc(NC(=O)CSc3nnc(COc4ccccc4C)n3C)cc2s1 | 3% | -5% | 4 | -7% | 7% | -12% | -16% | -0.3% | 1% | -4% | -2%
CCOCCCNC(=O)C(c1ccc(Cl)cc1)N1CCC2(CC1)OCCO2 (stereo not given) | 0% | 2% | 7 | 0% | -5% | 5% | 13% | -0.5% | 2% | -1% | -5%
CN(CC(=O)Nc1ccc(F)c(F)c1F)C(=O)c1ccc2c(c1)S(=O)(=O)N=C1CCCCCN12 | 17% | 0% | -6 | 2% | 2% | 0% | -3% | -0.3% | -1% | -2% | -7%

High-throughput results deposited in PubChem BioAssay by National Center for Advancing Translational Sciences (NCATS).
